High-throughput results deposited in PubChem BioAssay by several laboratories.
Bfl-1 inhibitors – Bfl-1 inhibitors, primary screen, biochemical, fluorescence polarization, FITC-Bid, mouse (AID 432). FITC-Bid BH3 peptide fluorescence polarization displacement; higher % means a stronger effect. one-dose displacement, % at 20 µM; IC50 in µM for titrated hits. 0.02% of 64,000 active; in the data active = a potency from the dose series; inactive = the rest, 99 in 100 with displacement below about 15%; note: strong numbers were not always called active
MK inhibit – S. pneumoniae mevalonate kinase inhibition; purified MK, PK/LDH-coupled NADH absorbance 340 nm; inhibition, % at 10 µM; 0.48% of 65,000 active;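 active = ranked among the strongest by inhibition in the single 10 µM screen, a fixed top-ranked set picked for dose follow-up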; note: no value below 0 was filed
Alkaline phosphatase – inhibition of tissue-nonspecific alkaline phosphatase – biochemical, luminescent (AID 518) | purified TNAP enzyme, luminescent substrate readout; higher % means a stronger effect | one-dose inhibition, % at 20 µM; IC50 in µM for titrated hits | 0.09% of 64,000 active; in the data active = a potency from the dose series; inactive = the rest, 99 in 100 with inhibition below about 22%;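 note: plate controls were vehicle for no effect and reference inhibitor for full effect; many of its hits are not listed in these tables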
HT1080 viability – cytotoxicity in HT1080 fibrosarcoma cells, cell-based, fluorescence readout (AID 620) | HT1080 viability, fluorescence; higher % means a stronger effect | cytotoxicity, % at 10 µM, or EC50 in µM where a hit was titrated | 0.42% of 87,000 active;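 note: cells exposed to compound overnight then 4 h with Alamar Blue; 0% = vehicle DMSO and 100% = killing control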
HPDE-C7 cytotoxicity – HPDE-C7 pancreatic duct cell viability loss – fluorescence, HTS (AID 430); HPDE-C7 pancreatic duct cells viability, fluorescence; higher % means a stronger effect; cytotoxicity, % at 10 µM; hits with a dose series show EC50 in µM; 1.8% of 63,000 active;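 note: cells exposed to compound for 48 hours before viability readout; 0% = vehicle and 100% = reference cytotoxic drug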
PMK inhibit – blocks S. pneumoniae phosphomevalonate kinase; purified PMK, PK/LDH-coupled NADH absorbance 340 nm; inhibition, % at 10 µM; 0.49% of 65,000 active; AID 539;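 active = top-ranked compounds by inhibition in the single 10 µM screen, taking a fixed number of the strongest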;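 note: 0% = full reaction with DMSO carrier and 100% = background rate without enzyme reaction; no value below 0 was filed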
HPDE-C7K KRASV12 – viability loss of HPDE-C7K cells – cell-based, fluorescence, HTS, primary screen (AID 431); HPDE-C7K KRASV12 cells, Alamar Blue viability, 48 h; higher % means a stronger effect; cytotoxicity, % at 10 µM, or EC50 in µM where a hit was titrated; 1.7% of 63,000 active;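 active = compounds whose percent cytotoxicity in the single-dose primary screen, scaled between solvent and toxic-drug controls, exceeds 50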;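 note: 0% = DMSO solvent wells and 100% = doxorubicin-treated wells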
LYP inhibition – LYP phosphatase inhibitors, primary screen, biochemical, DiFMUP fluorescence, recombinant catalytic domain, 10 µM (AID 606). inhibition, % at 10 µM, or IC50 in µM where a hit was titrated. recombinant LYP catalytic domain, DiFMUP fluorescence; higher % means a stronger effect. 52,000 tested, under 10 active;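 active = IC50 under 40 µM in the dose-response test; inactive = IC50 of 40 µM or more, or never dose-tested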
Spn DPM-DC inh – S. pneumoniae DPM-DC inhibition | calls only at 10 µM | 0.49% of 65,000 active | purified DPM-DC, PK/LDH coupled NADH fluorescence;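 active = the 320 compounds with the highest percent inhibition in the single-dose primary screen, excluding strongly autofluorescent ones, cut at about 32% in these data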;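 note: kinetic rate of NADH fluorescence loss reporting ADP formed by the decarboxylase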
PMK inhibit pilot replicates – further read-out of PMK inhibit, marked with its call; inhibition, %; measured here: pilot screen replicates
MK inhibit pilot replicates – recorded beside MK inhibit, whose call it bears; inhibition, %; measured here: pilot screen replicates
Spn DPM-DC inh pilot screen % – recorded beside Spn DPM-DC inh, whose call it bears; inhibition, %; measured here: pilot screen trials
* marks the source's active call; other numbers are inactive results; i = inactive; x = no result given; + = active, no number. Cut-off read from the data, not from the text of the source, unless noted: active = cytotoxicity above about 50%; inactive = the rest.

SMILES	Bfl-1 inhibitors	MK inhibit	Alkaline phosphatase	HT1080 viability	HPDE-C7 cytotoxicity	PMK inhibit	HPDE-C7K KRASV12	LYP inhibition	Spn DPM-DC inh	others
CCOC(=O)C1CCN(C(C(=O)Nc2ccc3c(c2)OCCO3)c2ccccc2)CC1 (configuration not stated)	-10.7%	9.0	6.8%	-10.3%	-4.1%	16.0	0.5%	x	i
CC(C)(C)N(Cc1cc2ccccc2[nH]c1=O)C(=O)C1CCCCC1	-9.5%	7.0	14.9%	x	0.1%	12.0	-2.4%	x	i	PMK inhibit pilot replicates=2.0;MK inhibit pilot replicates=1.0;Spn DPM-DC inh pilot screen %=3.0
CCC(NC(=O)NCc1ccc2c(c1)OCO2)(C(F)(F)F)C(F)(F)F	-1.1%	9.0	-0.4%	8.2%	-0.8%	0.0	-4.5%	1.5%	i
c1ccc(-c2cc(-c3nc(-c4ccccn4)no3)c3ccccc3n2)cc1	4.9%	1.0	11.7%	-10.1%	70.4%*	0.0	60.7%*	5.6%	i	PMK inhibit pilot replicates=0.0;MK inhibit pilot replicates=0.0;Spn DPM-DC inh pilot screen %=0.0
O=C(O)CCn1nnc(-c2cccs2)n1	-11.5%	0.0	14.9%	-4.0%	-5.1%	13.0	0.1%	-3.1%	+
CCOc1cc(C2CC(=O)NC(SCC)=C2C#N)ccc1O (configuration not stated)	3.2%	4.0	5.7%	2.8%	-4.2%	6.0	0.6%	-2.9%	i
CN1CCN(C(c2cccnc2)c2ccc3cccnc3c2O)CC1 (configuration not stated)	0.1%	0.0	10.3%	-2.1%	-9.1%	20.0	-15.1%	3.1%	i
COc1ccc(-n2nnnc2SCC(=O)c2ccc3c(c2)OCCO3)c(OC)c1	-5.0%	8.0	10.7%	-6.9%	-0.6%	12.0	1.2%	3.2%	i
CCCOC(=O)CSc1nc(N)c(C#N)c(CC)c1C#N	-5.4%	9.0	9.5%	-4.1%	-6.7%	0.0	1.4%	3.0%	i	PMK inhibit pilot replicates=0.5;MK inhibit pilot replicates=2.5;Spn DPM-DC inh pilot screen %=5.5
CCOC(=O)C1=C(N)OC2=C(C(=O)CCC2)C1c1cccs1 (configuration not stated)	-9.1%	9.0	9.5%	-4.6%	x	12.0	x	17.6%	i
COc1ccc(OCc2nn3c(-c4ccccn4)nnc3s2)cc1	-8.0%	5.0	6.2%	3.3%	0.6%	10.0	4.0%	x	i
CCOC(=O)N1CCC(NS(=O)(=O)c2ccc3c(c2)CCN3C(C)=O)CC1	6.6%	0.0	-1.6%	x	14.4%	8.0	10.7%	20.5%	i
Cn1c(C(=O)N2CCCc3ccccc32)cc2sccc21	-4.8%	0.0	5.7%	4.3%	-6.5%	21.0	3.9%	8.8%	i
CC(=O)NC(C)C(=O)OCC(=O)c1ccc(Cl)s1 (configuration not stated)	-3.9%	1.0	9.7%	-5.6%	-1.2%	16.0	4.9%	-4.7%	i
c1ccc(-c2nc(C3CCCCC3)no2)cc1	0.2%	6.0	3.1%	-0.1%	2.1%	5.0	1.7%	7.9%	i
CCn1c(SCC(=O)Nc2nnc(C)s2)nnc1-c1ccco1	-1.7%	15.0	16.0%	14.2%	12.0%	5.0	3.1%	-1.2%	i
Nc1nc2ccc(Oc3ccccc3)cc2s1	8.8%	0.0	11.5%	-5.0%	23.9%	11.0	40.4%	12.9%	i
Cc1ccc(S(=O)(=O)N2CCN(C(=O)CSc3nc4ccccc4c(=O)[nH]3)CC2)cc1	-4.1%	4.0	-6.7%	2.8%	5.5%	0.0	-10.1%	2.5%	i
COc1ccc(CNC(=O)c2ccc(CN3CCOCC3)cc2)cc1	-6.7%	10.0	7.6%	4.5%	-3.6%	20.0	-4.6%	x	i	PMK inhibit pilot replicates=6.5;MK inhibit pilot replicates=4.0;Spn DPM-DC inh pilot screen %=3.0
CC(=O)N1CCc2cc(S(=O)(=O)NCCC(=O)NC3CCN(Cc4ccccc4)CC3)ccc21	-10.2%	12.0	3.5%	-1.6%	0.4%	10.0	3.1%	x	i
O=S(=O)(c1ccc(-c2ccccc2)cc1)N1CCOCC1	-1.5%	5.0	6.2%	-5.8%	3.7%	0.0	3.5%	8.4%	i
O=C(CN(C1CCCCC1)S(=O)(=O)c1ccccc1)NCc1cccnc1	-3.0%	6.0	8.1%	1.3%	-0.3%	5.0	73.1%*	6.8%	i	PMK inhibit pilot replicates=2.5;MK inhibit pilot replicates=0.0;Spn DPM-DC inh pilot screen %=4.5
CC1=C(C(=O)N2CCCCC2)C2(CCC(C)CC2)OC1=O (configuration not stated)	-0.7%	9.0	18.6%	6.0%	-16.6%	0.0	-10.4%	3.1%	i	PMK inhibit pilot replicates=4.5;MK inhibit pilot replicates=0.0;Spn DPM-DC inh pilot screen %=1.5
CCOc1ccc2nc(NC(=O)COC)sc2c1	0.7%	3.0	5.3%	-2.0%	-8.6%	22.0	3.3%	1.1%	i
CC(=O)NCCn1ccc2ccccc21	-2.5%	4.0	4.6%	-5.8%	-30.0%	6.0	-6.5%	6.0%	i	PMK inhibit pilot replicates=4.0;MK inhibit pilot replicates=0.5;Spn DPM-DC inh pilot screen %=1.5
CCn1c(SCc2nnc(-c3ccccc3)o2)nnc1-c1ccc(S(=O)(=O)N2CCCC2)cc1	-1.4%	0.0	7.4%	-2.2%	5.8%	2.0	10.4%	x	i
Cc1nc(-c2cccc(N)c2)cs1	2.6%	9.0	13.5%	0.3%	2.3%	0.0	-9.8%	-7.9%	i	PMK inhibit pilot replicates=1.0;MK inhibit pilot replicates=1.5;Spn DPM-DC inh pilot screen %=0.0
O=C(c1cnccn1)N1CCN(C/C=C/c2ccccc2)CC1	-2.5%	10.0	7.9%	6.1%	-5.0%	3.0	-0.1%	x	i
Fc1ccccc1-c1nc(N2CCCCC2)c2ccccc2n1	-1.3%	1.0	10.8%	-5.2%	-16.0%	3.0	-17.1%	12.0%	i
CCOC(=O)C(C)Oc1ccc(C2NC(=O)NC(C)=C2C(C)=O)cc1Br (configuration not stated)	-3.9%	9.0	9.7%	11.7%	3.3%	12.0	8.9%	0.1%	i
CCOC(=O)N1CCN(C(=O)CCn2nc(-c3ccccc3)ccc2=O)CC1	-6.3%	5.0	6.2%	0.5%	-1.5%	21.0	-2.6%	x	i
CCn1c(CNc2ccc(F)cc2)nnc1SCCN1CCCCC1	-3.4%	10.0	5.7%	1.8%	5.6%	14.0	-0.3%	-0.7%	i
Cn1c(=O)cc(SCC(=O)NCCN2CCN(c3ccccc3F)CC2)c2cc(Cl)ccc21	2.4%	3.0	8.4%	14.3%	-5.6%	13.0	2.8%	8.6%	i
COc1ccc(OCc2nn3c(Cn4cnc5ccccc54)nnc3s2)cc1	-5.8%	8.0	4.0%	-0.4%	0.9%	9.0	5.9%	15.2%	i
CCCCNC(=O)c1c(N)n(/N=C/c2cccnc2)c2nc3ccccc3nc12	4.3%	11.0	3.9%	-13.7%	4.0%	2.0	12.3%	12.7%	i
O=C(Nc1ccc(-c2nnco2)cc1)c1ccccc1	-7.1%	6.0	11.2%	1.4%	-5.6%	8.0	5.6%	-1.6%	i
O=C(Nc1ccccc1C(=O)N1CCOCC1)C1CC(=O)N(C2CCCC2)C1 (configuration not stated)	-0.3%	3.0	7.7%	0.2%	0.3%	0.0	-5.4%	6.2%	i
N#Cc1ccsc1NC(=O)CSc1ncnc2ccccc12	-7.2%	5.0	6.3%	-2.9%	12.1%	12.0	12.0%	8.1%	i
CCCOc1ccc(C(=O)Nc2ccc(N(C)C)cc2)cc1	0.3%	6.0	16.6%	2.6%	-4.3%	0.0	10.4%	x	i
O=C(CSc1nnc(CNc2ccc(F)cc2)n1Cc1ccccc1)NCc1ccco1	-6.9%	10.0	12.4%	6.6%	-1.1%	15.0	16.4%	13.2%	i
CCc1nnc(NC(=O)CSc2ncc(-c3ccccc3)n2C)s1	-1.3%	11.0	7.5%	-1.5%	-11.6%	9.0	-9.3%	14.4%	i
Cc1cc(/N=C/N(C)C)on1	5.0%	5.0	8.7%	-2.2%	-22.1%	7.0	-6.6%	9.5%	i	PMK inhibit pilot replicates=0.0;MK inhibit pilot replicates=0.0;Spn DPM-DC inh pilot screen %=5.0
CCOc1cccc(-c2nnc(SCC(=O)Nc3ccc(OC)c(OC)c3)n2N)c1	-0.3%	4.0	8.5%	4.1%	-10.6%	10.0	-0.5%	14.2%	i
Cc1cccn2c(=O)c(C=Nc3ccccc3)c(NCc3ccco3)nc12	-3.0%	7.0	4.4%	11.1%	-38.4%	6.0	-13.4%	7.9%	i
CC1=Nn2c(nnc2-c2ccco2)SC1	-6.8%	11.0	2.7%	-7.8%	1.5%	18.0	-17.8%	-8.9%	i
COc1nc(C)ccc1-c1noc(-c2ccco2)n1	2.1%	8.0	9.9%	x	-8.5%	7.0	7.4%	x	i
CCOC(=O)c1csc(NC(=O)CSc2nnnn2-c2ccc(OC)cc2)n1	2.5%	9.0	8.8%	5.7%	-16.9%	17.0	-18.5%	4.0%	i
CC(c1ccccc1F)n1cc(C(=O)NCCc2ccco2)nn1 (configuration not stated)	-16.2%	7.0	17.3%	-3.0%	-11.1%	0.0	-8.9%	2.3%	i
COc1ccc(C(=O)c2ccc(N(C)C)cc2)c(OC)c1	0.0%	0.0	-5.7%	x	68.7%*	12.0	56.3%*	x	i
COc1ccc(N2CCN(c3cc(=O)n(Cc4ccc(F)cc4)c(=O)[nH]3)CC2)cc1	-7.2%	2.0	5.0%	-8.4%	-6.1%	6.0	2.2%	11.4%	i
COC(=O)c1[nH]c2c(c1C)C(=O)CC(c1cccs1)C2 (configuration not stated)	-2.1%	3.0	18.0%	58.6%*	70.9%*	7.0	75.6%*	2.0%	i	PMK inhibit pilot replicates=4.0;MK inhibit pilot replicates=0.0;Spn DPM-DC inh pilot screen %=2.5
CCCS(=O)(=O)N1CCC(C(=O)NCc2ccccc2Cl)CC1	-0.1%	0.0	3.8%	-1.2%	-9.6%	6.0	-7.0%	10.8%	i
Cn1cccc1Cc1nnc(SCC(=O)NCC2CCCO2)n1-c1ccc(F)cc1 (configuration not stated)	-7.1%	4.0	11.6%	1.0%	0.9%	12.0	16.8%	-6.5%	i	PMK inhibit pilot replicates=1.5;MK inhibit pilot replicates=7.5;Spn DPM-DC inh pilot screen %=1.0
O=C(c1cccc(Br)c1)N1CCN(C(=O)N2CCCCC2)CC1	-10.1%	2.0	15.4%	2.3%	x	10.0	x	3.5%	i
O=C(NCCCN1CCN(c2ccccc2F)CC1)C1CCN(S(=O)(=O)c2cccs2)CC1	-7.1%	0.0	-2.5%	0.0%	-12.0%	14.0	-20.2%	8.6%	i
